Screening data as filed in PubChem.
D3 antag: qHTS of D3 Dopamine Receptor Antagonist: qHTS; AID 652054, 2013; D(3) dopamine receptor (Homo sapiens), P35462; D3R cells, DiscoveRx beta-arrestin luminescence, antagonist mode; active compounds read low; max response, negative = inhibition, %; 2.5% of 360,000 active; in the data active = max response below about -50%; inconclusive = no clear call, values can overlap the other calls; also: % is scaled to controls: 0 for no effect and ±100 for the full control effect; mostly tested at two doses, the higher about 12 µM
Target sequence (P35462 whole entry, looked up): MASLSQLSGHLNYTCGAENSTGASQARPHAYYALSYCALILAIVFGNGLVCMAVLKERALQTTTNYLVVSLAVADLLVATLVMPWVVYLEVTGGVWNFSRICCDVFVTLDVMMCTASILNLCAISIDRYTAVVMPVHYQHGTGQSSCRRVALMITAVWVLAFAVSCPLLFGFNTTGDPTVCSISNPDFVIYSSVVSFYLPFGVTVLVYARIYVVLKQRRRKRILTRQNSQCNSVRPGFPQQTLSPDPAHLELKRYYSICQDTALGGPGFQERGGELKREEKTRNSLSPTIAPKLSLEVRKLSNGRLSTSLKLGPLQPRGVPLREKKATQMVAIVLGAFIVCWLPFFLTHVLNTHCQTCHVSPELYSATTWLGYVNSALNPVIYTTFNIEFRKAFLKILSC
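Cells expressing the human receptor were seeded at 1500 cells/well, incubated overnight at 37 degrees C in 5% CO2, then exposed to library compounds with dopamine controls for 90 minutes at 37 degrees C before luminescent detection.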
KB-V1 MDR tox: qHTS assay for MDR1-selective chemotherapeutics: Primary screen using the drug-selected MDR subline cells KB-V1; KB-V1 MDR cells viability, CellTiter-Glo, 72 h; Potency, µM (highest dose often 46.1 µM), inactives show top-dose activity change, negative = cytotoxicity, most hits filed as cytotoxic; 3.4% of 400,000 active; AID 1347076, 2019; also: potency is read from the fitted curve at half-maximal effect; % is scaled to controls: 0 for no effect and ±100 for the full control effect; nearly all actives have a fitted effect of over 60% in size
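Potencies derive from concentration-effect curves fitted to normalized luminescence (CellTiter-Glo) of KB-V1 cells treated for 72 h at 37 degrees C in phenol-red-free DMEM containing 10% FBS.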
HT1080 IDH1KD tx: qHTS for induction of synthetic lethality in tumor cells producing 2HG: qHTS for the HT-1080-IDH1KD cell line; HT-1080 IDH1 knockdown viability, ATP luminescence, 48 h; Potency, µM (highest dose often 46.1 µM), without a hit: at the top dose activity, negative = toxicity, hits mostly cytotoxic; 2% of 360,000 active;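 also: potency is read from the fitted curve at half-maximal effect; 0% = DMSO wells and -100% = cell-free medium wells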
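IDH1KD HT-1080 cells, 750/well, RPMI + 5% FBS; compound pinned after 2 h settling; 48 h, 37 °C; CellTiter-Glo luminescence; % activity normalised to DMSO and no-cell wells; curves fitted, classed by r2 and efficacy.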
IL-1B inflam inh: qHTS for Inhibitors of Inflammasome Signaling: IL-1-beta AlphaLISA Primary Screen. THP-1 LPS/ATP IL-1B secretion, AlphaLISA, 16 h; active compounds read low. activity change, % at 57.5 µM. 4.7% of 360,000 active; in the data active = activity change below about -50%; inconclusive = mostly about -30% to -49%; also: % is scaled to controls: 0 for no effect and ±100 for the full control effect
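THP-1 cells pretreated 1 hr with compounds (up to 57.5 uM final), then stimulated with LPS (250 ng/mL final) plus ATP (1.25 mM final); secreted IL-1B measured by AlphaLISA after 16 hr, decreased signal indicating inhibition.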
HT1080-NT tox: qHTS for induction of synthetic lethality in tumor cells producing 2HG: qHTS for the HT-1080-NT fibrosarcoma cell line | HT-1080-NT fibrosarcoma viability, CellTiter-Glo ATP luminescence, 48 h | Potency, µM (doses to about 46.1 µM), for the others: top-dose activity, negative = less viability, hits mostly cytotoxic | 1.6% of 360,000 active;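 also: NT is the 2HG producing partner of a matched IDH1 knockdown line; potency is read from the fitted curve at half-maximal effect; 0% = DMSO-treated cells and -100% = media-only wells without cells; nearly all actives have a fitted effect of over 55% in size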
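Viability by CellTiter-Glo luminescence after 48 h compound exposure at 37C of HT-1080-NT cells (750/well, RPMI, 5% FBS). % activity scaled between DMSO wells and medium-only wells, then curve-fitted and categorized by curve class.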
KB-3-1 tox: qHTS assay for MDR1-selective chemotherapeutics: Primary screen using the parental adenocarcinoma cell KB-3-1; 1.4% of 400,000 active; Potency, µM (series often up to 46.1 µM), inactives show at the highest dose activity change, negative = cytotoxic, actives largely listed as cytotoxic; KB-3-1 viability, CellTiter-Glo ATP luminescence, 72 h; AID 1347075, 2019; also: potency is read from the fitted curve at half-maximal effect; % is scaled to controls: 0 for no effect and ±100 for the full control effect; nearly all actives have a fitted effect of over 60% in size
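KB-3-1 cells, DMEM (no phenol red) + 10% FBS; compound by pin transfer, 72 h, 37 °C. Readout: CellTiter-Glo luminescence after 10 min. Data normalized, curve-fitted.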
DRD3 agonist: qHTS of D3 Dopamine Receptor Agonist: qHTS; max activation, %; D3R DiscoveRx beta-arrestin cells, luminescence, 90 min; 0.58% of 410,000 active; in the data active = max activation above about 30%; also: 0% is about no effect; mostly tested at two doses, the higher about 12 µM
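Cells at 1500/well, incubated overnight, then treated with pinned compounds (dopamine as control) for 90 min at 37 degrees C. DiscoveRx reagent added for 30 - 60 minutes at room temperature; luminescence read.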
SW480 rerep: A quantitative high throughput screen for small molecules that induce DNA re-replication in SW480 colon adenocarcinoma cells; SW480 DNA re-replication, Hoechst DNA content imaging, 48 h; Potency, µM (titrated, usually from 46.1 µM), for the others: top-dose re-replication activation, usual class: activators; 1.8% of 340,000 active; also: potency is read from the fitted curve at half-maximal effect; % of control where 0% means no effect; nearly all actives have a fitted effect of over 55% in size
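250 cells/well; 23 nL cpd via pin tool; 48 hr, 37 C, 5% CO2; Hoechst 40 min; imager read of total nuclear intensity, ex 405/em 500-530 nm.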
GLP-1R agonist: qHTS of GLP-1 Receptor Agonists; 0.007% of 380,000 active; Potency, µM (titrated, usually from 45.6 µM), inactives show top-dose activation, hits mostly activators; HEK293 GLP-1R CRE-luciferase, luminescence, 4-6 h; cells express a hypersensitive GLP-1R form; Glucagon-like peptide 1 receptor (Homo sapiens), P43220; also: potency is read from the fitted curve at half-maximal effect; % of control where 0% means no effect
Target sequence (P43220 whole entry, looked up): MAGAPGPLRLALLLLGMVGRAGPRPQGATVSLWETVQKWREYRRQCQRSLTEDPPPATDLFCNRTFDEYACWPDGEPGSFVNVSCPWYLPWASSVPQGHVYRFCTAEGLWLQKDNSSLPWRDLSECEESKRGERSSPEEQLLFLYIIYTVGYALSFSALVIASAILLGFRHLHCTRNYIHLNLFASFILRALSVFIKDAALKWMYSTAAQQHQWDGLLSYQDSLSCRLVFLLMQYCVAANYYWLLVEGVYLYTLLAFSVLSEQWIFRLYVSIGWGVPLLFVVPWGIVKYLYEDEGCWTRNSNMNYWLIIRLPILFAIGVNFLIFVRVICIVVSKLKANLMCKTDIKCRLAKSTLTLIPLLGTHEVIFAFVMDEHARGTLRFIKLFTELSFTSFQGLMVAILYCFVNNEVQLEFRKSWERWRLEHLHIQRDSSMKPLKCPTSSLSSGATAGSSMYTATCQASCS
* = called active by the depositor; [ ] = dose if it differs, or a comment. Unless noted, calls follow the shape of the dose curve; as a rule, active = well fitted curve in the direction sought with a large enough effect; inconclusive = small, poorly fitted or top-dose-only effect, or another doubt; inactive = no such curve, though single readings can be large; an effect the other way counts as inactive or inconclusive.

CCOc1ccc(NC(=O)c2sc3nc(N4CCOCC4)c4c(c3c2N)CCCC4)cc1 was read as D3 antag -1.7, KB-V1 MDR tox -17.5%, HT1080 IDH1KD tx 13.1%, IL-1B inflam inh 4.0, HT1080-NT tox 6.7%, KB-3-1 tox -1.6%, DRD3 agonist -2.3, SW480 rerep 2.91µM* and GLP-1R agonist -5.3%.
COc1cccc(CNC(=O)CN(C)S(=O)(=O)c2ccc3c(c2)CC(C)N3C(C)=O)c1 (configuration not stated) was read as D3 antag -15.2, KB-V1 MDR tox -5.0%, HT1080 IDH1KD tx 10.3%, IL-1B inflam inh 0.0, HT1080-NT tox 10.3%, KB-3-1 tox inconclusive, DRD3 agonist -3.1, SW480 rerep 1.1% and GLP-1R agonist -5.1%.
`COc1cccc(C(=O)NCC(=O)NNc2ncnc(N)c2[N+](=O)[O-])c1` gave D3 antag -3.3, KB-V1 MDR tox -4.4%, HT1080 IDH1KD tx 18.4%, IL-1B inflam inh 60.2, HT1080-NT tox 15.1%, KB-3-1 tox 22.5%, DRD3 agonist -7.1, SW480 rerep inconclusive and GLP-1R agonist inconclusive.
CN(C(=O)CCN1C(=O)c2ccccc2C1=O)C1CCCCC1 was read as D3 antag 24.8, KB-V1 MDR tox 7.5%, HT1080 IDH1KD tx 14.7%, IL-1B inflam inh -6.9, HT1080-NT tox -1.6%, KB-3-1 tox 5.5%, DRD3 agonist 4.9, SW480 rerep -1.9% and GLP-1R agonist 17.1%.
Screening O=C(O)C1CCN(C(=O)OCc2ccccc2)CC1 returned D3 antag inconclusive, KB-V1 MDR tox 0.9%, HT1080 IDH1KD tx -1.6%, IL-1B inflam inh 8.7, HT1080-NT tox -0.1%, KB-3-1 tox -3.5%, DRD3 agonist -5.7, SW480 rerep -10.6% and GLP-1R agonist -12.4%.
N/C(=N\OC(=O)c1cc(-c2ccccc2)nc2ccccc12)c1cccnc1 was read as D3 antag 19.3, KB-V1 MDR tox -13.1%, HT1080 IDH1KD tx 10.7%, IL-1B inflam inh -28.9, HT1080-NT tox 7.4%, KB-3-1 tox 8.1%, DRD3 agonist 1.4, SW480 rerep -6.5% and GLP-1R agonist -5.3%.
Screening Cc1nc2c(C(=O)N3CCN(c4ccccn4)CC3)cnn2c(C)c1Cc1cccc(Cl)c1 returned D3 antag 9.5, KB-V1 MDR tox -5.6%, HT1080 IDH1KD tx inconclusive, IL-1B inflam inh 13.0, HT1080-NT tox inconclusive, KB-3-1 tox 3.0%, DRD3 agonist 11.2, SW480 rerep -9.1% and GLP-1R agonist 6.3%.
For COc1cccc(C(=O)NCCCN2CCN(CCCNC(=O)c3cccc(OC)c3)CC2)c1 the results were D3 antag -2.6, KB-V1 MDR tox 11.0%, HT1080 IDH1KD tx 17.0%, IL-1B inflam inh -8.3, HT1080-NT tox 13.3%, KB-3-1 tox 0.9%, DRD3 agonist -1.1, SW480 rerep -43.2%[inhibitor] and GLP-1R agonist 2.9%.
`Cc1ccc2nc(SC(C(=O)c3ccccc3)c3ccccc3)nc(C)c2c1` (configuration not stated) gave D3 antag inconclusive, KB-V1 MDR tox inconclusive, HT1080 IDH1KD tx -1.9%, IL-1B inflam inh 31.4, HT1080-NT tox -7.4%, KB-3-1 tox 8.9%, DRD3 agonist -8.2, SW480 rerep -4.1% and GLP-1R agonist 16.7%.
`Clc1ccc(-c2nnc(-c3ccccc3)o2)cn1` gave D3 antag 8.6, KB-V1 MDR tox 15.9%, HT1080 IDH1KD tx 19.7%, IL-1B inflam inh -1.4, HT1080-NT tox 15.3%, KB-3-1 tox 6.6%, DRD3 agonist 13.2, SW480 rerep -1.5% and GLP-1R agonist 3.9%.
Screening COc1ccc(COc2ccccc2C(=O)Nc2ccccn2)cc1[N+](=O)[O-] returned D3 antag inconclusive, KB-V1 MDR tox 9.0%, HT1080 IDH1KD tx 11.4%, IL-1B inflam inh 15.5, HT1080-NT tox 11.4%, KB-3-1 tox 5.5%, DRD3 agonist 7.7, SW480 rerep 1.3% and GLP-1R agonist 11.7%.
For CCOc1cc(-c2c(C)c(C)nc(N)c2C#N)ccc1O the results were D3 antag 0.0, KB-V1 MDR tox 6.9%, HT1080 IDH1KD tx -6.1%, IL-1B inflam inh -10.4, HT1080-NT tox -1.2%, KB-3-1 tox 12.2%, DRD3 agonist 0.0, SW480 rerep 3.3% and GLP-1R agonist 14.2%.
For Cn1c(CN2CCCC(C(=O)c3ccc4c(c3)OCO4)C2)nc2ccccc21 (configuration not stated) the results were D3 antag -15.7, KB-V1 MDR tox -7.0%, HT1080 IDH1KD tx 1.4%, IL-1B inflam inh 21.5, HT1080-NT tox -0.1%, KB-3-1 tox 10.3%, DRD3 agonist -21.1, SW480 rerep -6.3% and GLP-1R agonist 13.4%.
O=c1cc(-c2ccccc2Cl)oc2c(NS(=O)(=O)c3ccccc3C(F)(F)F)ccc(O)c12 was read as D3 antag 0.0, KB-V1 MDR tox -1.9%, HT1080 IDH1KD tx -5.4%, IL-1B inflam inh 17.8, HT1080-NT tox inconclusive, KB-3-1 tox 0.0%, DRD3 agonist -13.4, SW480 rerep 12.5% and GLP-1R agonist 5.0%.
For CS(=O)(=O)c1ccc(Cl)c(NC(=O)c2cc(=O)[nH]c3ccc(S(=O)(=O)N4CCOCC4)cc23)c1 the results were D3 antag 6.4, KB-V1 MDR tox 10.8%, HT1080 IDH1KD tx 17.0%, IL-1B inflam inh 6.7, HT1080-NT tox 5.4%, KB-3-1 tox -2.0%, DRD3 agonist 4.8, SW480 rerep 2.4% and GLP-1R agonist 0.2%.
Screening CC(C)(C)C(=O)Nc1sc2c(c1C#N)CCN(Cc1ccccc1)C2 returned D3 antag 6.3, KB-V1 MDR tox -19.2%, HT1080 IDH1KD tx -0.7%, IL-1B inflam inh -18.8, HT1080-NT tox -13.7%, KB-3-1 tox -1.9%, DRD3 agonist 3.0, SW480 rerep -10.2% and GLP-1R agonist 1.6%.
For COc1cc(/C=C(\C#N)C(=O)Nc2ccc3ccccc3c2)c([N+](=O)[O-])cc1OC the results were D3 antag -12.0, KB-V1 MDR tox -27.3%, HT1080 IDH1KD tx -9.1%, IL-1B inflam inh 25.7, HT1080-NT tox -5.1%, KB-3-1 tox inconclusive, DRD3 agonist -16.2, SW480 rerep 14.1% and GLP-1R agonist 3.9%.
For COCCN(Cc1ccccc1)C(=O)c1c(C)nn(-c2ccccc2)c1C the results were D3 antag -3.4, KB-V1 MDR tox -11.0%, HT1080 IDH1KD tx 6.5%, IL-1B inflam inh 29.9, HT1080-NT tox 4.2%, KB-3-1 tox 5.0%, DRD3 agonist 14.6, SW480 rerep -8.1% and GLP-1R agonist -1.3%.
For Cc1cc(Cl)ccc1OC(C)C(=O)Nc1ccc(S(=O)(=O)N2CCOCC2)cc1 (configuration not stated) the results were D3 antag -17.0, KB-V1 MDR tox -20.8%, HT1080 IDH1KD tx inconclusive, IL-1B inflam inh -14.7, HT1080-NT tox inconclusive, KB-3-1 tox inconclusive, DRD3 agonist -9.8, SW480 rerep 21.2% and GLP-1R agonist 2.3%.
For NC(N)=Nc1nc(C2COc3ccccc3O2)cs1 (configuration not stated) the results were D3 antag 8.7, KB-V1 MDR tox inconclusive, HT1080 IDH1KD tx inconclusive, IL-1B inflam inh -9.3, HT1080-NT tox -27.8%, KB-3-1 tox -4.6%, DRD3 agonist 8.2, SW480 rerep inconclusive and GLP-1R agonist 1.9%.
Cc1ccc(NC(=O)Nc2nnc(Cc3ccc(F)cc3)s2)cc1 was read as D3 antag 4.1, KB-V1 MDR tox -2.1%, HT1080 IDH1KD tx inconclusive, IL-1B inflam inh 11.3, HT1080-NT tox inconclusive, KB-3-1 tox inconclusive, DRD3 agonist 5.6, SW480 rerep inconclusive and GLP-1R agonist 9.0%.
`O=C(C1CCN(S(=O)(=O)c2ccccc2F)CC1)N1CCc2ccccc21` gave D3 antag -8.1, KB-V1 MDR tox -19.5%, HT1080 IDH1KD tx 17.5%, IL-1B inflam inh inconclusive, HT1080-NT tox 19.3%, KB-3-1 tox 3.6%, DRD3 agonist -2.7, SW480 rerep -11.9% and GLP-1R agonist -7.1%.
`O=C(N/N=C/c1ccccn1)c1cc(-c2ccc(Br)s2)[nH]n1` gave D3 antag 10.3, KB-V1 MDR tox -19.8%, HT1080 IDH1KD tx inconclusive, IL-1B inflam inh 23.5, HT1080-NT tox inconclusive, KB-3-1 tox -3.7%, DRD3 agonist 8.4, SW480 rerep -1.0% and GLP-1R agonist 7.3%.
Screening Cn1c(=O)c(C(=O)COc2ccc(C#N)cc2)c(N)n(Cc2ccccc2)c1=O returned D3 antag -23.1, KB-V1 MDR tox -12.1%, HT1080 IDH1KD tx -17.9%, IL-1B inflam inh 45.9, HT1080-NT tox 1.5%, KB-3-1 tox -2.4%, DRD3 agonist 9.7, SW480 rerep -12.1%[1.84 µM] and GLP-1R agonist 12.4%.
`O=C(CCc1ccccc1)Nc1cc(C(=O)O)cc(C(=O)O)c1` gave D3 antag 4.3, KB-V1 MDR tox 0.5%, HT1080 IDH1KD tx 5.7%, IL-1B inflam inh 0.0, HT1080-NT tox 1.8%, KB-3-1 tox 0.7%, DRD3 agonist -10.9, SW480 rerep -13.8% and GLP-1R agonist 1.0%.
For CC1CCN(S(=O)(=O)c2cc(C(=O)N3CCN(c4ccccc4)CC3)ccc2Br)CC1 the results were D3 antag 34.1, KB-V1 MDR tox inconclusive, HT1080 IDH1KD tx inconclusive, IL-1B inflam inh -18.2, HT1080-NT tox -9.9%, KB-3-1 tox -13.7%, DRD3 agonist 5.1 and GLP-1R agonist -2.0%.
